# L3MBTL1 inh – blocks human L3MBTL1 | AlphaScreen L3MBTL1–H3K9me1 peptide binding | actives 0.66% (n = 230,000) | Potency, µM (titrated, usually from 57.1 µM), for the others: at the highest dose activity, negative = inhibition, hits mostly inhibitors | Q9Y468 | AID 485360; active = well fitted inhibition curve with a large enough effect; inconclusive = small, poorly fitted or top-dose-only effect; inactive = no such curve, though single readings can be large or run the other way; also: nearly all actives have a fitted effect of over 60% in size
# Target sequence (Q9Y468 whole entry, looked up): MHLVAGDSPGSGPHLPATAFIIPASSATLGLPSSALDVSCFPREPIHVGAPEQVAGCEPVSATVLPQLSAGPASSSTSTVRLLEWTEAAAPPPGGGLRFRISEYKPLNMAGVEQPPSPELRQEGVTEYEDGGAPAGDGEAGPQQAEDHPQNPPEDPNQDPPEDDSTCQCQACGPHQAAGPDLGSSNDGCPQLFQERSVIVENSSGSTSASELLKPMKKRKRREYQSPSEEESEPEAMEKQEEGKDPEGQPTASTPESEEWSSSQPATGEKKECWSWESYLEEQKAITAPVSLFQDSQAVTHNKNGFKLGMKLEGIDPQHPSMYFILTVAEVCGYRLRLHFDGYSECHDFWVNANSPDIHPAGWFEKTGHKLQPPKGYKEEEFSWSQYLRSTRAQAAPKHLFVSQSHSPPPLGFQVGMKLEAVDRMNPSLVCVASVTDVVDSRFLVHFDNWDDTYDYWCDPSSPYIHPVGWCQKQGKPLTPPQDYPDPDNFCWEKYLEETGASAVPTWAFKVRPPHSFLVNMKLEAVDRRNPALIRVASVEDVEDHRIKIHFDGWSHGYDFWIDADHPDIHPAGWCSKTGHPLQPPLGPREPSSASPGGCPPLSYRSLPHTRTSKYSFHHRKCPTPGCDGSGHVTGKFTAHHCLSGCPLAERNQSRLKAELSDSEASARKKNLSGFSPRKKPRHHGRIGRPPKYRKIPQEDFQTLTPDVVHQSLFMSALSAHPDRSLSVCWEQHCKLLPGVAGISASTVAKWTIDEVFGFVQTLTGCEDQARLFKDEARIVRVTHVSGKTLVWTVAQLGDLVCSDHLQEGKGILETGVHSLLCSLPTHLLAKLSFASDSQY
#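 Read-out is AlphaScreen signal from streptavidin donor and nickel chelate acceptor beads (10 ug/mL final each) bridging L3MBTL1 (50 nM) and biotinylated K9-monomethylated H3(1-15) peptide (75 nM), after 30 min compound exposure at room temperature.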
# An asterisk follows results filed as active; ? = inconclusive; & = joins results of further samples; [ ] = remark or other dose. % is scaled to controls: 0 for no effect and ±100 for the full control effect; potency is read from the fitted curve at half-maximal effect. Only part of the results is shown (hit frequency here may not be typical).
SMILES,L3MBTL1 inh
COc1ccc(Cl)cc1NC(=O)COC(=O)C1COc2ccccc2O1 (configuration not stated),1%
O=C(Nc1ccccn1)Nc1ccccc1Cl,6%
Cc1sc(NC(=O)CN2C(=O)NC3(CCCC3)C2=O)nc1-c1ccc(F)cc1,2%
COc1ccc(CCNC(=O)c2ccc3c(c2)S(=O)(=O)N=C2CCCCCN23)cc1,-6%
Cn1c(=O)[nH]c(=O)c2c1nc(SCC(=O)O)n2Cc1ccccc1,2%
Cc1ccc(Cl)c(OCC(=O)NCC(c2cccs2)N2CCOCC2)c1 (configuration not stated),-2%
CCOc1cc(N2CCOCC2)c(OCC)cc1NC(=O)c1ccc2ncsc2c1,-9%
O=C(Cc1cccc2ccccc12)Nc1ccc(Br)cc1C(=O)O,-4%
CN(C)C1(CNC(=O)c2cccc(S(=O)(=O)NCc3ccccc3)c2)CCCCC1,5%
CCN(CC)S(=O)(=O)c1ccc(OCC(=O)NC(=O)Cc2ccccc2)c([N+](=O)[O-])c1,-20%
Cc1cc(NC(=O)CSc2nc3[nH]c(=O)cc(O)c3s2)ccc1Br,8%
CSc1ccc(S(=O)(=O)NCC(=O)OCC(=O)N2CCCCC2C)cc1[N+](=O)[O-] (configuration not stated),4%
CCOC(=O)C1=C(COC(=O)c2cc(Br)c(Br)s2)NC(=O)NC1C (configuration not stated),-8%
CCCOc1ccc(N/C=C/C(=O)c2ccc(OC)c(OC)c2)cc1,1%
CC1(C)CC2CC(C)(CN2S(=O)(=O)c2cccc(C(=O)OCC(=O)NC(N)=O)c2)C1 (configuration not stated),2%
CC1CN(C(=O)CCC(=O)NC(C)c2ccccc2)c2cc(Cl)ccc2O1 (configuration not stated),-2%
COc1ccc(C(C)(C)C)cc1NC(=O)COC(=O)CSCc1c(C)noc1C,4%
O=c1c2ccccc2c(=O)n2n1Cc1ccccc1C2,16%
C/C(=N\NC(=O)c1ccccc1OCCOc1ccccc1)c1ccccc1F,4%
O=C1NC(Cc2ccccc2)c2nc3ccc(Cl)cc3c(=O)n2-c2ccc(Cl)cc21 (configuration not stated),-6%
Cc1cccc([C@@H]2[C@@H]3C(=O)N(Cc4ccccc4)C(=O)[C@@H]3[C@]3(Cc4ccc(Cl)cc4)C(=O)N(c4ccccc4)C(=O)N23)c1,1%
Cc1nc2ccc(Br)cn2c1C(=O)N/N=C\c1ccc(C(C)C)cc1,5%[2.29 µM]
CCC(C)n1c(SCC(=O)Nc2ccc3[nH]c(=O)[nH]c3c2)nc2ccccc2c1=O (configuration not stated),-6%
O=C(CCCN1C(=O)/C(=C\c2ccccc2)SC1=S)N1CCOCC1,-7%
O=C(CSc1nncs1)Nc1ccc(N2CCCCC2)cc1,-2%
Cc1cc(C)cc(C(=O)NCC(=O)NNC(=O)CSc2ccccc2F)c1,-1%
CSCCC(NC(=O)COc1ccccc1)C(=O)NC1CCC(C)CC1 (configuration not stated),-6%
CCOc1ccc(S(=O)(=O)N2CCCCC2)cc1NC(=O)Cc1ccccc1,13%
CC[C@]12c3[nH]c4ccccc4c3CCN1C(=O)C(CC(=O)NCCCn1ccnc1)C[C@@H]2C(=O)N1CCN(C(=O)c2ccco2)CC1 (some centres not stated),-2%
Cc1ccc(-c2csc3ncn(CC(=O)OC(C)C)c(=O)c23)cc1,-2%

# Structural class, those above containing two or more sulfur atoms.
SMILES,L3MBTL1 inh
Cc1cc(NC(=O)CSc2nc3[nH]c(=O)cc(O)c3s2)ccc1Br,8%
CSc1ccc(S(=O)(=O)NCC(=O)OCC(=O)N2CCCCC2C)cc1[N+](=O)[O-] (configuration not stated),4%
O=C(CCCN1C(=O)/C(=C\c2ccccc2)SC1=S)N1CCOCC1,-7%
O=C(CSc1nncs1)Nc1ccc(N2CCCCC2)cc1,-2%

# Reprinted from above (six entries):
SMILES,L3MBTL1 inh
Cc1nc2ccc(Br)cn2c1C(=O)N/N=C\c1ccc(C(C)C)cc1,5%[2.29 µM]
CCC(C)n1c(SCC(=O)Nc2ccc3[nH]c(=O)[nH]c3c2)nc2ccccc2c1=O (configuration not stated),-6%
O=C(CCCN1C(=O)/C(=C\c2ccccc2)SC1=S)N1CCOCC1,-7%
O=C(CSc1nncs1)Nc1ccc(N2CCCCC2)cc1,-2%
Cc1cc(C)cc(C(=O)NCC(=O)NNC(=O)CSc2ccccc2F)c1,-1%
CSCCC(NC(=O)COc1ccccc1)C(=O)NC1CCC(C)CC1 (configuration not stated),-6%

# (listing goes on)
SMILES,L3MBTL1 inh
CCOc1ccc(C(=O)CCC(=O)NNC(=O)c2ccncc2)cc1,3%
C[C@H](CO)N1C[C@H](C)[C@@H](CN(C)C(=O)Nc2ccccc2)Oc2c(NS(=O)(=O)c3ccccc3)cccc2C1=O,7%
O=C(CSc1nc2ccccc2nc1N1CCOCC1)Nc1ccccc1F,49%[activator]
CC(CN1CCN(C/C=C/c2ccccc2)CC1)c1ccccc1 (configuration not stated),3%[2.29 µM]
COC(=O)c1cc(S(=O)(=O)N2CCCC2)c(Cl)cc1Cl,5%
COc1ccc(-c2nc3cnccn3c2NCc2ccccc2)cc1SC1CCCCC1,4%
O=C(NC1CCN(Cc2ccccc2)CC1)c1cccc(S(=O)(=O)Nc2ccc(F)cc2)c1,1%
CCOC(=O)C1=CN(CC)S(=O)(=O)NC1c1ccccc1 (configuration not stated),-11%
CCCN(CC(=O)Nc1ccccc1OC)C(=O)c1ccc2[nH]c3c(c2c1)CC(C)CC3 (configuration not stated),-12%
COc1ccc(CC(=O)OCC(=O)N(C)C2CCS(=O)(=O)C2)cc1OC (configuration not stated),-2%
COc1ccc(CCNC(=O)C2CCCN2C(=O)Nc2cccc(OC)c2)cc1 (configuration not stated),6%
COc1ccccc1NC(=O)COC(=O)CCC(=O)c1cccs1,8%
Cc1ccc([C@@H]2[C@@H]3C(=O)N(C)C(=O)[C@@H]3[C@]3(Cc4ccccc4)C(=O)N(CCO)CC(=O)N23)o1,-4%
CCOc1ccccc1NC(=O)CSc1nnc(Cc2ccc(OC)cc2)c(=O)n1N,-12%
COc1ccc(S(=O)(=O)Nc2ccc3c(c2)C(=O)N([C@@H](C)CO)C[C@H](C)[C@H](CN(C)CC2CC2)O3)cc1,1%
O=C(Cn1ccnc1)c1ccc(O)c(O)c1,?
Cc1ccc2nc(C3CCCCC3)[nH]c2c1,1%
CN(C)S(=O)(=O)c1ccc(N2CCCC2)c(C(=O)OCC(=O)N2CCN(c3ccccc3)CC2)c1,-6%
Cn1c(N)c(C(=O)COC(=O)COc2ccccc2Cl)c(=O)n(C)c1=O,5%
CC(C)c1ccccc1OCC(=O)N1CCCCCCC1,2%
CN(c1ccccc1)S(=O)(=O)c1cccc(C(=O)NC2CCCCC2)c1,3%
CCOc1cc(N2CCOCC2)c(OCC)cc1NC(=O)COc1cccc(CC)c1,-13%
CN(CC(=O)Nc1sccc1C#N)S(=O)(=O)c1ccc(F)cc1,2%
CCc1nnc(NC(=O)CN2C(=O)NC3(CCCC3)C2=O)s1,4%
c1ccc(C[C@H]2CNCCN2CC2(c3ccccc3)CC2)cc1,-5%
CC[C@]12c3[nH]c4cc(CCC(=O)N(C)C)ccc4c3CCN1C(=O)[C@@H](CC(=O)NCC13CC4CC(CC(C4)C1)C3)C[C@@H]2C(=O)N1CCN(C(=O)C2CC2)CC1,16%
CCC(C)[C@H](NC(=O)N1CC(=O)Nc2ccccc21)C(=O)N[C@@H](Cc1c[nH]c2ccccc12)C(=O)O (some centres not stated),-1%
Cc1ccc(-c2nc(-c3ccncc3)no2)cc1C,4%
CC(=O)c1ccc(N2CCN(C(=O)c3cc(S(=O)(=O)N4CCOCC4)ccc3C)CC2)cc1,10%
Nc1ccc2nc(CCCCc3nc4ccccc4[nH]3)[nH]c2c1,-6%
Cc1ccc(C)c(NC(=O)C(OC(=O)c2ccc(NC(=O)CC#N)cc2)c2ccccc2)c1 (configuration not stated),0%
CSCCC(NC(=O)c1ccco1)C(=O)N1CCN(c2ccccc2O)CC1 (configuration not stated),-1%
O=C(c1ccc(S(=O)(=O)NCc2ccco2)cc1)N1CCN(c2ccc(F)cc2)CC1,-8%
Cc1ccc(OCCOC(=O)C2CCN(S(=O)(=O)c3ccc(C)c(C)c3)CC2)cc1,18%
CC1CCCCN1CCCNC(=O)c1ccc(N2CCCC2=O)cc1 (configuration not stated),-2%
CN(Cc1ccccc1F)C(=O)c1ccc(NS(=O)(=O)c2ccc3[nH]c(=O)[nH]c3c2)cc1,-1%
O=C(CN1CCSC1=O)N1CCN(S(=O)(=O)c2ccccc2)CC1,-2%
C[C@H](CO)N1C[C@H](C)[C@@H](CN(C)C(=O)Nc2ccccc2)Oc2ccc(NC(=O)c3ccncc3)cc2C1=O,4%
Cc1ccc(C)c(NC(=O)CN(C)C(=O)c2ccc(-n3cncn3)c([N+](=O)[O-])c2)c1,7%
CN(CCOc1ccc(Cl)cc1)C(=O)CN1C(=O)NC2(CCCC2)C1=O,5%
CCOC(=O)C1=CC[C@H]2c3c(c4ccccc4n3C)C(=O)C1N2Cc1ccccc1,-14%
COc1ccc(OCCOC(=O)c2ccc(F)c(S(=O)(=O)N3CCOCC3)c2)cc1,-3%
CC(C)(C)OC(=O)NCCCCCc1cn(CC(=O)NCCCCCCCCCCC(=O)N2CCN(C(=O)OC(C)(C)C)CC2)nn1,13%
O=C(CSc1nc2[nH]c(=O)cc(O)c2s1)Nc1nccs1,-15%
COc1ccccc1NS(=O)(=O)c1ccc(C(=O)N2CCCC(C(F)(F)F)C2)cc1 (configuration not stated),-1%
CC1CCN(C(=O)c2[nH]cnc2C(=O)Nc2cccc(Cl)c2)CC1,-3%
CCCOc1ccc2ccccc2c1/C=C1\SC(=O)NC1=O,-5%[2.29 µM]
O=C(CNC(=O)C12CC3CC(CC(C3)C1)C2)Nc1ncccc1O,2%
O=C(OCC(=O)N1CCCCC1)c1ccc2ccccc2n1,-3%
CC(C)[C@@]1(c2ccccc2)ON(c2ccccc2C(F)(F)F)C1=O,54%[activator]

# Other structures:
SMILES,L3MBTL1 inh
O=C(COC(=O)c1cnccn1)Nc1ccc(Cl)cc1C(F)(F)F,-7%
CCCCN(C(=O)c1ccc(NC2CC2)c([N+](=O)[O-])c1)c1c(N)n(CCCC)c(=O)[nH]c1=O,-6%
COc1cccc(CNC(=O)Cn2nc(C)c([N+](=O)[O-])c2C)c1,1%
CSc1ncccc1C(=O)Nc1cc(Cl)ccc1N1CCOCC1,2%
CCCc1c(C)nc(N2CCN(c3cccc(OC)c3)CC2)[nH]c1=O,1%
Cc1ccc(NC(=O)CN(C)C(=O)c2cn(Cc3ccccc3)nc2-c2cccnc2)cc1,3%
O=C(COC(=O)Cn1cnc2ccccc2c1=O)NNC(=O)c1ccc(Br)cc1,2%
COc1ccc(CCN(C)C2CCCN(S(=O)(=O)C(C)C)C2)cc1OC (configuration not stated),5%
CCCCCOc1ccc(C(=O)CCC(=O)NNC(=O)c2ccncc2)cc1,-10%
CCOc1ccc(C2NC(=O)c3ccccc3O2)cc1OCC (configuration not stated),-1%
O=C(NCCC1CCCCN1S(=O)(=O)c1ccccc1)C(=O)NCC1CCCO1 (configuration not stated),2%
Cc1ccc(S(=O)(=O)N2CCCCC2)cc1C(=O)OCC(=O)N1c2ccccc2NC(=O)C1(C)C,-1%
O=C(Cn1cnc2ccccc2c1=O)NC1CCS(=O)(=O)C1 (configuration not stated),4%
Cc1ccc(NS(=O)(=O)c2ccc(C)c(C(=O)NCC(c3ccccc3)N(C)C)c2)cc1 (configuration not stated),-2%
Cn1c2cc(Br)sc2c2cnn(Cc3ccc(F)cc3F)c(=O)c21,3%&-1%
Cc1cccc(N2CCN(C(=O)CNC(=O)Cc3ccccc3)CC2)c1C,4%
O=C(c1cccc(S(=O)(=O)N2CCOCC2)c1)N1CCN(c2ccccc2)CC1,-7%
CCC(NC(=O)CCc1c(C)c2cc3c(C)c(C)oc3cc2oc1=O)C(=O)N[C@@H](Cc1ccccc1)C(=O)O (some centres not stated),7%
O=C(CSc1nc(=O)[nH]c2c1CCCC2)Nc1ccc(F)cc1F,9%
NCCN1CCN(S(=O)(=O)c2ccc([N+](=O)[O-])cc2)C=C1c1ccc(Cl)cc1,-7%

# Part of the list above, tab-delimited:
SMILES	L3MBTL1 inh
Cn1c2cc(Br)sc2c2cnn(Cc3ccc(F)cc3F)c(=O)c21	3%&-1%
O=C(Cn1cnc2ccccc2c1=O)NC1CCS(=O)(=O)C1 (configuration not stated)	4%
Cc1ccc(S(=O)(=O)N2CCCCC2)cc1C(=O)OCC(=O)N1c2ccccc2NC(=O)C1(C)C	-1%

# New compounds follow.
SMILES,L3MBTL1 inh
Cc1ccsc1C(=O)N1CCN(c2ccccn2)CC1,-4%
CC12CCC(=O)N1C(C(=O)Nc1nc(-c3cc(F)ccc3F)cs1)CS2 (configuration not stated),-7%
O=C(CN1c2cccc3cccc(c23)S1(=O)=O)NCCc1ccccc1,14%
Cc1ccccc1NC(=O)COc1coc(CN2CCN(Cc3ccccc3)CC2)cc1=O,2%
O=C(NCC1CCCN1S(=O)(=O)c1cccs1)c1cccc([N+](=O)[O-])c1 (configuration not stated),-8%
Cc1ccc2nc(SCC(=O)Nc3ccc4c(c3)OCCO4)nc(=O)n2c1,27%
COc1ccc(NC(=O)CSc2nnc3ccc(-c4ccccn4)nn23)c(OC)c1,-2%
CCOC(=O)CCc1c(C)nc(SCc2ccc(C(=O)O)cc2)c(C#N)c1C,1%
O=C(O)c1cc(O)c2c(c1)[C@@H]([C@H]1c3cc(C(=O)O)cc(O)c3C(=O)c3c(O[C@@H]4O[C@H](CO)[C@@H](O)[C@H](O)[C@H]4O)cccc31)c1cccc(OC3O[C@H](CO)[C@@H](O)[C@H](O)[C@H]3O)c1C2=O (some centres not stated),0.16µM*
COc1ccc(CC(=O)Nc2nccs2)cc1S(=O)(=O)N1CCOCC1,2%
CCOC(=O)C1CCN(C(=O)COC(=O)c2ccccc2OCC)CC1,-3%
COc1ccc(-c2sc3ccc(N4CCOCC4)cc3c2-c2ccc(OC)c(F)c2)cc1,-3%

# Bioassay records as filed in PubChem.
